hcGAS inh: blocks human cGAS activity | 290,000 compounds, 0.081% hits | AID 1259398 | Q8N884 | recombinant h-cGAS, ATP depletion, Kinase-Glo luminescence | inhibition, % at 12.5 µM;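 also: 0% = vehicle reaction and 100% = reaction without DNA for no activity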
Target sequence (Q8N884 whole entry, looked up): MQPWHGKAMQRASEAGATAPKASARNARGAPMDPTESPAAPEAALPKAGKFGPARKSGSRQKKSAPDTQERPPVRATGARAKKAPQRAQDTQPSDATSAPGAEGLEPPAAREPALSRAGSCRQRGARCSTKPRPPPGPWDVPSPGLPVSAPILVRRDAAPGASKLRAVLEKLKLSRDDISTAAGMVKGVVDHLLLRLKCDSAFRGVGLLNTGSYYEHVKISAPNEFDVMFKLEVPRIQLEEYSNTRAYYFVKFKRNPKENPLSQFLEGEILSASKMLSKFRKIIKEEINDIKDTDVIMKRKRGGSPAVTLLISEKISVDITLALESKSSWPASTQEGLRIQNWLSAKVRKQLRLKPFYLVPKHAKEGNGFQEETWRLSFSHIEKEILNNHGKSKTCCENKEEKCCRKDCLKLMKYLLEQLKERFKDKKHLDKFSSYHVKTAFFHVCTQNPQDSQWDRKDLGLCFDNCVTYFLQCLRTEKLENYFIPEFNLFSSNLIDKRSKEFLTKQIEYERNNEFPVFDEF
mcGAS inh: mouse cGAS inhibition by luminescence | 160,000 compounds, 0.15% hits | inhibition, % at 12.5 µM | Q8C6L5 | recombinant cGAS, Kinase-Glo ATP depletion luminescence;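 also: 0% = negative control wells and 100% = reference inhibitor with no enzyme activity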
NPYLR7 ag: activates Aedes aegypti NPYLR7 receptor; 270,000 compounds, 0.15% hits; HEK293T NPYLR7/Galpha15, GCaMP6s calcium fluorescence; activation, % at 10 µM; in the data active = activation above about 40%;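 also: 0% = vehicle and 100% = reference agonist at the receptor; some compounds past the cut are filed as inactive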
Numbers without * were called inactive; . = no result given; & = joins results of further samples. Rule as the data show it, unless noted: active = inhibition above about 40%; inactive = the rest.

SMILES	hcGAS inh	mcGAS inh	NPYLR7 ag
Cn1ccnc1C(NCC1CNc2ccnn2C1)c1ccc(F)cc1 (stereo unspecified)	-7	.	6
CCc1nc(C)c(C(=O)NCCCn2nnc3ccccc32)o1	-4	.	1
Cc1cccc(-c2nc3ccccn3c2NC(C)(C)CC(C)(C)C)n1	-8	-6	11
O=C(Cn1cccc(C(F)(F)F)c1=O)NCCC12CC3CC(CC(C3)C1)C2	-4	.	-7
O=C(Nc1cccc(-c2nccs2)c1)N1CCCCCCC1	-4	.	-5
Cc1ccsc1C(=O)N1CCC(C2(Cc3ccc(F)cc3)NC(=O)N(C3CCOC3)C2=O)CC1 (stereo unspecified)	-4	-21	-1
CCNC(=O)C1CCN(c2ccc(F)c(F)c2)C1=O (stereo unspecified)	-1	-3	.
CCCCSc1nc2c(c(=O)[nH]c(=O)n2C)n1CCOC	-7	.	7
Cc1nc2ccc(C(=O)NCCN3CCOCC3)cn2c1N(C)CC1CCCCC1	-3	-3	-7
COc1cc(C(=O)N2CCN(Cc3cccc(-c4noc(-c5ccco5)n4)c3)CC2)ccc1F	3	2	4
CC(c1cccc(-c2nc(C(N)=O)cs2)c1)N1CCCC1 (stereo unspecified)	-1	-10	7
Cc1[nH]c2ccc(Cl)cc2c1CCn1ccnc1-c1nccn1C	1	.	7
CCOC(=O)c1[nH]c2ccccc2c1CN1CCN(c2ncc(F)cn2)CC1	-1	-10	-3
OCCn1ncc2c1CN(c1ncc(Cl)cn1)C2	-6	-11	.
Cc1c(C)n2c3c(=O)n(CCN4CCCCC4)c(=O)n(C)c3nc2n1Cc1ccco1	-6	.	2
CCOC(=O)c1sc(I)c(C#N)c1C	0	-1	4
CCC[C@@H]1C[C@@H](C(=O)N[C@H]([C@H]2O[C@H](SC)[C@H](O)[C@@H](O)[C@H]2O)[C@H](C)O)N(C)C1	1&4	.	-7
Cc1ccc(F)c(NC(=O)CCN[C@@H](CO)c2ccccc2)c1	-5	-9	14
CCc1c(C)nc(-c2ccc(C(F)(F)F)cc2)nc1N1CCN(C(=O)Nc2ccccc2OC)CC1	-8	-5	0
CN1CCN(c2cc(-c3ccc(Oc4ccccc4)cc3)nc3ccnn23)CC1	0	-2	2
COc1cn(CC(=O)Nc2ccc(C)cc2)c(CSc2nncn2C)cc1=O	-5	-10	-7
CC1CCc2c(sc3nc(Cc4ccccc4)nc(N4CCN(C(=O)COCc5ccccc5)CC4)c23)C1 (stereo unspecified)	-4	-4	-13
Cc1nn(CC(=O)Nc2cccc(F)c2)c(C)c1[N+](=O)[O-]	0	.	-5
CC(C)n1nccc1-c1nnc(NC(=O)CCS(=O)(=O)c2ccccc2)o1	-5	-6	-7
Cn1ccnc1CN1CCN(Cc2nc(-c3ccccc3)no2)CC1	-8	.	7

Sorted by SMILES length (highest first): some entries from above.
SMILES	hcGAS inh	mcGAS inh	NPYLR7 ag
O=C(Cn1cccc(C(F)(F)F)c1=O)NCCC12CC3CC(CC(C3)C1)C2	-4	.	-7
CN1CCN(c2cc(-c3ccc(Oc4ccccc4)cc3)nc3ccnn23)CC1	0	-2	2
OCCn1ncc2c1CN(c1ncc(Cl)cn1)C2	-6	-11	.

(continued)
SMILES	hcGAS inh	mcGAS inh	NPYLR7 ag
Cc1csc(Nc2ccc(N)cc2)n1	-3	.	3
Cc1nc2c(C)cccc2cc1C(=O)N1CCC2(CCN(C)CC2)C1	0	.	1
CCc1cc(Oc2cccc(C)c2C)nc(SCc2cc(OC)cc(OC)c2)n1	-4	-6	22
Cc1nc(COC(=O)C(C)Oc2ccccc2C(F)(F)F)oc1C (stereo unspecified)	-6	.	10
CN1C[C@H](NC(=O)c2cccc(Cn3cccn3)c2)C[C@H]1CO	-2	.	-3
Cc1ccc(C)c(OCC(=O)N(C)Cc2cc(C(C)C)on2)c1C	-4	-15	2
Cc1c(C(=O)N2CCCC2C)cnc2c(-c3ccc(F)cc3)cnn12 (stereo unspecified)	-19	-8	2
Cc1cc(-n2c(C)cc(C(=O)Cn3ncc(Cl)c(Cl)c3=O)c2C)no1	-3	.	-1
CCN(CC)S(=O)(=O)c1ccc2c(c1)N(Cc1cccc(F)c1)C1CCCN21 (stereo unspecified)	0	.	-2
CCCC(C)c1n[nH]c2c1CN(Cc1ccc3c(c1)OCCN3C)CC2 (stereo unspecified)	-10	.	0
O=S(=O)(NCc1ccco1)c1ccc(-n2cccn2)cc1	-6	.	1
COc1ccc(CCN2C(=O)N(C)C(=O)C23CCN(CCC(C)c2ccc(C)o2)CC3)cc1 (stereo unspecified)	-3	-16	8
CC(CC(=O)NC(C)C12CC3CC(CC(C3)C1)C2)c1ccccc1 (stereo unspecified)	-9	.	2
CCOC(=O)c1cc(-c2ccc(N3CCN(C(=O)c4c(C)noc4C)CC3)cc2)n(-c2ccc(F)cc2)n1	-5	-8	24
CCCCc1ccc(-c2ccc(-n3cncc3C(=O)NCC3COC(C)(C)O3)cc2)cc1 (stereo unspecified)	-4	-2	11
O=C(COc1nsnc1N1CCOCC1)N1CCOCC1	-8	.	0
Cc1cccc(C(=O)Nc2cccc(NC(=O)Cc3cccnc3)c2)c1	-9	-11	1
O=C(Nc1nccs1)c1ccc(COc2ccc(F)cc2)o1	-8	.	-3
Cc1nc2cc3c(cc2n1CC(O)c1cc(Cl)ccc1Cl)OCCO3 (stereo unspecified)	-8	-14	2
CNC(=O)NC(=O)CCN1CCCN(c2ccc(C)nn2)CC1	3	.	2
Cc1nc(SCC(=O)c2ccc([N+](=O)[O-])cc2)c(C#N)c(C)c1C	-2	-10	10
C=C1CC(OC(=O)CC)C(C)(C)CC2=C(C)CCC12 (stereo unspecified)	-3	.	-15
CCOC(=O)C1CCCN(c2nc(C)nc3sc4c(c23)CCCC4)C1 (stereo unspecified)	-12	-8	.
CCSc1nnc(NC(=O)c2cc(-c3cccc(C)c3)nc3ccccc23)s1	1	.	-4
COc1ccc(C2c3ccsc3CCN2C(=O)CN(C(=O)c2ccc([N+](=O)[O-])cc2Cl)C(C)(C)C)cc1 (stereo unspecified)	-4	-2	10
SMILES	hcGAS inh	mcGAS inh	NPYLR7 ag
CC(Oc1cccc(Cl)c1)C(=O)N1CCOC(Cc2ccccc2)C1 (stereo unspecified)	-5	-5	-5
CC(C)(C(=O)NCC1(O)CCSC1)c1cccc(F)c1 (stereo unspecified)	-4	.	3
O=C(CSc1ncn[nH]1)Nc1ccc(C(F)(F)F)cc1	-3	-5	5
N=C1C(c2ccccc2)C(=O)C2CCc3ccccc3N12 (stereo unspecified)	-12	.	6
O=C(CCc1cc(=O)[nH]o1)N1C[C@@H]2[C@H](C1)[C@H]1CC[C@@H]2O1	0	-16	15
O=c1[nH]c(CCl)nc2c1cnn2Cc1ccccc1	-9	54*	12
Cc1cccc(COn2cccc(C(=O)Nc3ccc(F)cc3)c2=O)c1	-6	-7	15
CC(C)c1cc(Oc2cccc(Cl)c2)nc(SCc2ccc([N+](=O)[O-])cc2)n1	-2	.	3
C=CCC(O)(CC=C)c1ccc(CN(Cc2ccc(C)s2)CC2CCCO2)o1 (stereo unspecified)	2	1	3
CCn1c(C2CCCNC2)nn(CCn2cccc2)c1=O (stereo unspecified)	-2	-2	-9
CC(C)OCCCNC(=O)/C=C1/Sc2ccc(C(F)(F)F)cc2NC1=O	-3	9	.
Cc1cn2c3c(=O)n(CC(C)C)c(=O)n(C)c3nc2n1CCO	0	.	4
COC(=O)c1ccc(OC(=O)C=Cc2cccc([N+](=O)[O-])c2)cc1	-10	-7	1
O=C(CNS(=O)(=O)c1ccc(Cl)cc1)NCC12CC3CC(CC(C3)C1)C2	-12	-16	0
COc1cc(OC)cc(C(=O)Nc2nnc(CC(C)C)s2)c1	-5	.	3
O=C1N=C(N2CCN(C3=NC(=O)C(=Cc4cccc(O)c4)S3)CC2)SC1=Cc1cccc(O)c1	-4	-5	-7
Cc1cc(C)n(-c2nc3c(c(=O)n2CC(=O)Nc2ccc4c(c2)OCO4)CCCC3)n1	4	-3	.
CC(C(=O)N1CCCC1)N1CC(c2cccnc2)C1 (stereo unspecified)	-9	-18	25
CCN1CCN(c2c(CN(CCOC)S(=O)(=O)c3ccc(F)cc3)c(C)nn2-c2cccc(F)c2)CC1	-8	-5	2
O=C(Cn1cnnn1)NCCCc1ccc(Br)cc1F	-15	.	-7
CCn1c(SCCC2CCCCN2C)nnc1-c1ccccc1OC (stereo unspecified)	3	.	0
O=C1NC(c2ccccc2)=C(c2nc3ccccc3s2)C(c2ccc3c(c2)OCO3)N1 (stereo unspecified)	-4	-4	13
OC(CC(O)c1ccccc1)CN1CCOCC1 (stereo unspecified)	-1	.	3
CCC(C)N(Cc1cccc(OS(=O)(=O)c2cccc(C(F)(F)F)c2)c1)C(=O)Nc1ccc(F)c(Cl)c1 (stereo unspecified)	-3	-4	4
Cc1cccc(-c2nc(Cc3ccccc3)no2)c1	-4	.	8

Reformatted field by field: two of the compounds above
SMILES: CCN1CCN(c2c(CN(CCOC)S(=O)(=O)c3ccc(F)cc3)c(C)nn2-c2cccc(F)c2)CC1
- hcGAS inh = -8
- mcGAS inh = -5
- NPYLR7 ag = 2

SMILES: O=C(Cn1cnnn1)NCCCc1ccc(Br)cc1F
- hcGAS inh = -15
- mcGAS inh = .
- NPYLR7 ag = -7

The list goes on.
SMILES	hcGAS inh	mcGAS inh	NPYLR7 ag
c1ccc(-c2nc(C3NCCc4[nH]cnc43)cs2)cc1 (stereo unspecified)	3	.	-5
COC(=O)c1sc(N2CCOC(c3ccccc3)C2)nc1Cl (stereo unspecified)	7	0	5
O=C(c1cnc(Nc2ccccc2)nc1)N1CCC2(CCCO2)CC1	-4	-18	25
CCCn1c(=O)c(C(=O)N2CCOCC2)nn(-c2ccccc2)c1=O	0	-4	2
N#CC(NC(=O)c1ccc(N2CCOC2=O)cc1)c1ccccc1F (stereo unspecified)	-5	.	6
CC(NC(=O)CNC(C)(CO)C1CCCCC1)c1ccccc1Cl (stereo unspecified)	-5	.	8
COC(=O)c1ccc(-c2noc(CN3CCN(c4ccccc4F)CC3)n2)cc1	-7	.	5
CCNC(=O)N(Cc1ccccc1)CC1CC(c2ccc(Cl)o2)=NO1 (stereo unspecified)	-1	-3	21
Cn1c(-c2ccc(Cl)cc2)csc1=Nc1cccc(S(=O)(=O)N2CCOCC2)c1	-8	.	-2
CCN(CC)S(=O)(=O)c1cccc(N=Nc2c(C)nn(-c3ccccc3)c2N)c1	0	.	-10
CCOc1ccccc1NC(=O)c1oc2ccccc2c1NC(=O)Cc1cccs1	-7	.	-3
CCc1nnc(CS(=O)(=O)c2ccc3ccccc3c2)o1	-4	.	3
Cc1ccsc1C=NNc1ncnc2sc(C)c(C)c12	-3	.	8
Cc1cc(C)c2sc(=NS(=O)(=O)c3ccc(Cl)s3)n(C)c2c1	-3	.	15
COC(=O)C(C)Sc1nc2c(c(=O)n1-c1ccccc1)SCC2 (stereo unspecified)	-10	.	-1
CC(C)n1nnnc1SCC(=O)Nc1ccc(F)cc1	-4	-1	14
NC1(C(=O)O)CCCCC1	-3	-3	6
CCCOc1ccc(C(=O)NC(=S)NC23CC4CC(CC(C4)C2)C3)cc1	-6	.	-3
Cc1[nH]n(-c2nc(-c3cccc([N+](=O)[O-])c3)cs2)c(=O)c1N=Nc1cccc(C(F)(F)F)c1	-4	-6	-13
O=C1C=C(N2CCOCC2)C(=O)N1c1ccc(Cl)cc1	-3	.	-2
CC(CNS(=O)(=O)NCc1ccccc1)Oc1cccnc1 (stereo unspecified)	-4	.	-3
OC1(c2ccccn2)CCOC2(CCN(C3CCSCC3)CC2)C1 (stereo unspecified)	-1	1	.
Cc1nc2cc(OCc3cc(C(=O)NC(C)c4nccs4)no3)ccc2s1 (stereo unspecified)	-7	.	6
C/C=C\Cn1c(C(=O)NC(C)(C)C)cc2c(OCC)cccc21	-1	-4	.
C=C(C)Cn1c(C(=O)N2CCN(C(=O)Cc3cccs3)C(C)C2)cc2ccoc21 (stereo unspecified)	-7	-2	26
SMILES	hcGAS inh	mcGAS inh	NPYLR7 ag
CCc1ccc(N2C(=O)C3N=NN(Cc4ccc(C)cc4)C3C2=O)cc1 (stereo unspecified)	-4	-8	5
CC(CCc1ccccc1)NC(=O)c1csc(CSc2nnc(Cc3ccccc3)n2-c2ccccc2)n1 (stereo unspecified)	-14	-5	-4
COc1cccc(CNC(=O)c2nc(C)ncc2Cl)c1	13	.	-8
CCCSc1ncc(CN2CCC(CN)C2)cn1 (stereo unspecified)	-7	.	3
Cc1ccc(NC(=O)CSc2nncc(=O)[nH]2)c(C)c1	1	-7	-2
CC(=O)C(C#N)P(C)(=O)OC(C)C (stereo unspecified)	-13	-6	3
C=CCOCC(O)CN(CCc1nc(-c2ccc(C)cc2)no1)Cc1ccco1 (stereo unspecified)	-10	-6	5
CCNC(=O)Cn1c(CO)cnc1SCC(=O)Nc1ccccc1C	-5	-9	12
Cc1cc(C)cc(COc2coc(CN3CCN(C(=O)c4cc(C(C)(C)C)oc4C)CC3)cc2=O)c1	-4	-6	2

4 of these compounds, reformatted:
smiles: CCc1ccc(N2C(=O)C3N=NN(Cc4ccc(C)cc4)C3C2=O)cc1 (stereo unspecified)
  hcGAS inh: -4 | mcGAS inh: -8 | NPYLR7 ag: 5

smiles: CC(CCc1ccccc1)NC(=O)c1csc(CSc2nnc(Cc3ccccc3)n2-c2ccccc2)n1 (stereo unspecified)
  hcGAS inh: -14 | mcGAS inh: -5 | NPYLR7 ag: -4

smiles: COc1cccc(CNC(=O)c2nc(C)ncc2Cl)c1
  hcGAS inh: 13 | mcGAS inh: . | NPYLR7 ag: -8

smiles: CCCSc1ncc(CN2CCC(CN)C2)cn1 (stereo unspecified)
  hcGAS inh: -7 | mcGAS inh: . | NPYLR7 ag: 3

Individual results from the list:
`CC(C)OCCCNC(=O)/C=C1/Sc2ccc(C(F)(F)F)cc2NC1=O` – mcGAS inh: 9
`O=C(Cn1cnnn1)NCCCc1ccc(Br)cc1F` – NPYLR7 ag: -7

High-throughput results: PubChem, Fisher Drug Discovery Resource Center
